Pf Dd2 growth: Plasmodium falciparum Dd2 growth inhibition; P. falciparum Dd2 growth, SYBR Green, 72 h; Potency, µM (titrated, usually from 28.9 µM), inactives show top-dose activity, negative = inhibition, actives largely listed as inhibitors; 120,000 tested, 4.3% active; active = well fitted inhibition curve with a large enough effect; inconclusive = small, poorly fitted or top-dose-only effect; inactive = no such curve, though single readings can be large or run the other way;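 note: plate controls were DMSO vehicle for no effect and reference drug for full effect; nearly all actives have a fitted effect of over 65% in size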
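Infected erythrocytes (Dd2, 0.3% parasitemia, 2.5% hematocrit final) are added to compound in RPMI-1640/Albumax II medium, grown 72 h at 37C in low oxygen, then lysed with saponin/Triton-X containing SYBR Green and read by fluorescence.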
An asterisk follows results filed as active; i = inactive; ? = inconclusive; [ ] = remark or other dose. Potency is the fitted concentration of half-maximal effect.

structure | Pf Dd2 growth
Cn1ccc(NC(=O)[C@@H]2C[C@@H](c3ccc(F)cc3)N(CCOc3ccccc3)C2)n1 | i
O=C(CSc1cn(CC(=O)N2CCCCC2)c2ccccc12)NCc1ccccc1Cl | -12.1%
COc1ccccc1-c1[nH]nc2ncc(-c3cnn(C)c3)nc12 | ?
CCN1CCN(c2ncc3c(n2)CCN(Cc2ccc(OC(C)C)cc2)C3)CC1 | ?
COc1cccc(Cn2c(=O)n(-c3cccc(Cl)c3)c(=O)c3c4c(sc32)CN(C(C)=O)CC4)c1 | ?
COCc1nc(C2CCN(C(=O)c3ccncc3)C2)no1 (stereo not given) | -9.3%
Cc1ncoc1C(=O)N1CCCN(S(=O)(=O)c2ccccc2)CCC(=O)NCC1 | -1.7%
CCS(=O)(=O)c1ncc(Cl)c(C(=O)Nc2ccc(S(=O)(=O)N(C)c3ccccc3)cc2)n1 | 1.8%

The listing continues:
structure | Pf Dd2 growth
CCOC(=O)c1[nH]c(C)c(CCC(=O)NCc2ccccc2Cl)c1C | ?
Cn1ccc(CN2CCn3c(nn(-c4ccc(F)cc4F)c3=O)C2)n1 | -1.9%
CCOc1ccc(CC(=O)N2CCC[C@H]2c2nc(-c3ccc(OC)cc3)no2)cc1OCC | i
O=C1CC(c2noc(-c3ccc(C(F)(F)F)cc3)n2)CN1C1CCCCC1 (stereo not given) | i
CC(C)C1=NOC2(CCN(Cc3cccc(C(N)=O)c3)CC2)C1 | 9.6%
Cc1ccc(CCNC(=O)Cn2nc(C)n(CCc3ccccc3)c2=O)o1 | 0.1%
O=C(O)C1CC2(CCN(C(=O)c3ccc4c(c3)OCCO4)CC2)CN1 (stereo not given) | -7.3%
OC(c1ccccc1)c1cc2n(n1)CCN(Cc1cncn1C1CC1)C2 (stereo not given) | ?

More compounds follow.
structure | Pf Dd2 growth
O=C1NCc2ccccc2CC12CCCN2CC1=CCCCC1 (stereo not given) | ?
Cc1ccc(Cl)cc1N1CCN(C(=O)CN2C(=O)COc3ccc(S(=O)(=O)N4CCOCC4)cc32)CC1 | ?
CCOc1ccc(CN2CCN(Cc3nc4ccccc4[nH]3)CC2CCO)cc1 (stereo not given) | -24.5%
O=C1CC(c2ccccc2)N(C(=O)CNC(=O)c2ccco2)CCCCCN1 (stereo not given) | 5.4%
Cc1ccc(CSc2cn(CC(=O)N3CCCCCC3)c3ccccc23)cc1 | ?
COc1ccc(NC(=O)Cn2ccn(-c3ccc(F)c(F)c3)c(=O)c2=O)cc1Cl | 53.5%[activator]
COC(=O)[C@@H]1Cc2c([nH]c3ccccc23)[C@H]2C[C@@H](N3CCOCC3)C[C@@H](c3ccc(F)cc3)N21 | -13.9%
COCCNc1ncnc2c1CN(c1ccc(C)cc1)C(=O)N(C)C2 | ?

The list goes on.
structure | Pf Dd2 growth
CCOc1ccc(N2CC(NC(=O)c3cccs3)CC2=O)cc1 (stereo not given) | 19.4%
CNc1ncc(C(=O)N2CCN(c3nccc(N)n3)CC(O)C2)cn1 (stereo not given) | -1.9%
COc1ccc(-c2cc(-c3cnc4[nH]ccc4c3)cn3cncc23)cn1 | 4.47µM*
CCN(CC)CCOC(=O)c1ccc(NC(=O)c2nn(C)c3c2COc2ccccc2-3)cc1 | -18.9%
CCOC(=O)c1c(NC(=O)/C(C#N)=C/c2ccccc2)sc2c1CCC2 | 47.1%[activator]
CC1CN(c2ccccc2C#N)C(=O)CN1C(=O)Cc1c[nH]c(=O)[nH]c1=O (stereo not given) | -1.4%
Cc1ccc(C)c(S(=O)(=O)N(C)CC2CCOCC2)c1 | -12.2%
COc1ccc(CNC(=O)CC[C@H]2CNC(=O)[C@@H]3[C@@H](CCN3Cc3ccccc3)N2C)cc1 | i

(cont.)
structure | Pf Dd2 growth
CCS(=O)(=O)N1CC(=O)N(c2cccc(C)c2C)C(C)(C(=O)NC2CCCCCC2)C1 (stereo not given) | 35.6%[activator]
CCCCc1cc(C[C@H]2CNCC[C@H]2CC(=O)NCc2cccnc2)no1 | 12.5%[44.1 µM]
Cc1ccc(-n2c(=O)c3sc4ccccc4c3n(CC(=O)NC3CCCC3)c2=O)cc1C | ?
Cc1cccc(N2CCN(C(=O)C3CCN(S(=O)(=O)c4c(C)noc4C)CC3)CC2C)c1 (stereo not given) | i
CCc1cc(=O)n(CC(=O)Nc2cccc(C(C)=O)c2)c(N2CCOCC2)n1 | i
Fc1ccccc1CN1CCOC[C@H](Oc2cnccn2)C1 | -15.7%[44.1 µM]
Cc1ccccc1C(=O)N1C2CCCC1CC(=O)C2 | -22.3%[44.1 µM]
O=C1NC(=NC2CCCC2)C2(CCN([S+](=O)([O-])c3cccs3)CC2)N1c1cccnc1 | 33.0%[activator]

(list continues)
structure | Pf Dd2 growth
CN(CCC(N)=O)C(=O)C1CCCN1S(=O)(=O)c1ccc(F)cc1 (stereo not given) | 23.4%
CC(=O)N(C1CC1)C1CCOC2(CCN(C(=O)Nc3ccc4c(c3)OCCO4)CC2)C1 (stereo not given) | i
Cc1ccc(C2Cn3nnc(C(=O)N4CCC(C(=O)NCc5cc(F)ccc5F)CC4)c3CO2)cc1 (stereo not given) | 17.3%
CCc1ccc(CN2C(=O)c3ccccc3C2C(=O)NCCc2ccc(OC)c(OC)c2)cc1 (stereo not given) | ?
COc1ccc(OC)c(S(=O)(=O)NCCc2csc(-c3cccc(F)c3)n2)c1 | -25.9%
C=CCOC(=O)C1=C(C)N=C2SC=C(CC(=O)NCC3CC3)N2C1c1ccc(OC)c(OC)c1 (stereo not given) | -0.2%
Cc1ccc(OC(=O)c2cc(-c3ccc4c(c3)OCCO4)on2)c(C)c1 | 4.3%
CN(C)c1ccc(CNC(=O)C2CCN(c3nc4ccccc4[nH]3)CC2)cc1 | 29.3%

Quoted from the listing:
`Cc1ccc(OC(=O)c2cc(-c3ccc4c(c3)OCCO4)on2)c(C)c1` – Pf Dd2 growth = 4.3%
`Cc1ccc(C2Cn3nnc(C(=O)N4CCC(C(=O)NCc5cc(F)ccc5F)CC4)c3CO2)cc1` (stereo not given) – Pf Dd2 growth = 17.3%

The results go on.
structure | Pf Dd2 growth
COc1ccc(CNC(=O)C[C@@H]2CCNC[C@@H]2Cc2cc(CN(C)Cc3ccccc3)on2)cc1 | i
CCCN(CC1CCOC1)S(=O)(=O)c1ccccc1Cl (stereo not given) | 19.5%[5.79 µM]
CNC(=O)N1CCC(C2CCN(Cc3ccc(OC)cc3)C2)CC1 (stereo not given) | -4.3%
Cc1cccc(OC(=O)CSc2nnc(-c3ccc4c(c3)OCO4)o2)c1C | 24.8%
CCCC1c2nccn2CCCN1C(=O)c1n[nH]c(=O)c2ccccc12 (stereo not given) | ?
CCN1CCCC2(Cc3ccccc3CN(C(=O)C(C)C)C2)C1 (stereo not given) | 11.2µM*
CN(Cc1ccc(-c2ccccc2)cc1)Cc1cccnc1 | 3.98µM*
CC(C)N1C(=O)C2(CCCC2)C1C(=O)N1CCN(C)CC1 (stereo not given) | -18.4%

Further structures.
structure | Pf Dd2 growth
CC(C)(C)CC(=O)N1CC[C@@H](CC(=O)O)[C@@H](CCN2CCN(c3ccccc3)CC2)C1 | 2.2%[44.1 µM]
CC(C)c1nc2c(c(-c3ccc(O)cc3)n1)CN(Cc1cccnc1)CC2 | i
Cc1ccc(CNC(=O)c2cc(=O)c3cc(C)ccc3o2)cc1 | 91.6%[activator]
O=C1NN=C(C2CC2)C12CCN([S+](=O)([O-])c1cccc(C(F)(F)F)c1)CC2 | -11.7%
Cc1ccc2oc(C(=O)NC3CC(=O)N(C(C)C)C3)c(C)c2c1 (stereo not given) | -17.6%
Fc1ccccc1Nc1cnc2ccc(-n3ccnc3)nn12 | ?
NS(=O)(=O)c1ccc(-n2nc(-c3ccncc3)nc2C2CCOC2)cc1 (stereo not given) | 4.6%
Cn1cnc(S(=O)(=O)NCC(=O)N2CCCCCNC(=O)CC2c2ccccc2)c1 (stereo not given) | 6.5%

Arranged by number of heavy atoms (low to high): 3 of the compounds above.
structure | Pf Dd2 growth
NS(=O)(=O)c1ccc(-n2nc(-c3ccncc3)nc2C2CCOC2)cc1 (stereo not given) | 4.6%
O=C1NN=C(C2CC2)C12CCN([S+](=O)([O-])c1cccc(C(F)(F)F)c1)CC2 | -11.7%
Cn1cnc(S(=O)(=O)NCC(=O)N2CCCCCNC(=O)CC2c2ccccc2)c1 (stereo not given) | 6.5%

Carrying on.
structure | Pf Dd2 growth
CCCNC(=O)N1CCc2nc(N3CCN(C)CC3)sc2C1 | i
COc1cccc(-c2nc3c(c(SCc4ccccc4)n2)Cc2c(CO)cnc(C)c2O3)c1 | ?
Cn1cccc1CN1CCn2c(nn(-c3cccc(Cl)c3)c2=O)C1 | -29.4%
O=C(Nc1ccc(Cl)cc1)c1nc2c(o1)CCN(CC1CCCC1)CC2 | -7.1%[44.1 µM]
O=C(O)COc1ccccc1CN1CC[C@H]2NCCC[C@]2(C(=O)O)C1 | -20.2%
COc1ccc(NC(=O)CN(c2ccccc2OC)S(C)(=O)=O)c(OC)c1 | 10.0%
CCCOC(=O)c1ccc(Nc2nc3ccccc3nc2-n2nc(C)cc2C)cc1 | 30.6%[activator]
O=C1N(C2CCOCC2)C[C@H]2CN(Cc3ccc(F)cc3)CCN12 | -7.1%[44.1 µM]

Other records.
structure | Pf Dd2 growth
CCCCNC(=O)c1[nH]c2ccccc2c1Sc1ccc(C)cc1 | 25.9%
Cc1nc(N2CCN(C(=O)c3ccccc3Cl)CC2)cc(C(F)(F)F)n1 | -28.3%
COCc1nc(C2CC(NC(=O)C(=O)c3ccco3)C2)cc(=O)[nH]1 (stereo not given) | -5.5%
COc1ccc(-c2cnc(Nc3cc(F)cc(N4CCOCC4)c3)c3c2CCO3)cn1 | 11.2µM*
CCOc1ccc(C(=O)N2CCC(c3n[nH]c(=O)n3-c3ccc(C)cc3)CC2)cc1 | i
O=C(NCC1CCCCC1)c1cc2n(n1)CC(c1ccc(Cl)cc1)OC2 (stereo not given) | ?
CC(C)(C)OC(=O)N1CCC(c2c(C(=O)NCCN3CCc4ccccc4C3)cnn2-c2ccc(F)cc2)CC1 | ?
COC(=O)CCC(=O)N1CCOC(CCCC(C)C)C1 (stereo not given) | -2.9%

Continuation.
structure | Pf Dd2 growth
CCCCSc1nnc2[nH]c(=O)cc(C)n12 | 8.4%
COCCOCC(=O)N1CCN(C(=O)N2CC3CC(C2)[C@H]2CCCC(=O)N2C3)CC1 (stereo not given in full) | 2.7%
Cc1ccc(S(=O)(=O)Nc2cccc(-c3cn4cccc(C)c4n3)c2)cc1 | 8.2%
O=C(c1cn(-c2ccccc2)nn1)N(Cc1cccnc1)C1CCNCC1 | i
Cc1ccc(C(=O)O)cc1Nc1nc2ccccc2n2nnnc12 | ?
CCOc1ccc2nc(N3CCCC(C(=O)NCc4ccccc4Cl)C3)sc2c1 (stereo not given) | ?
CS(=O)(=O)c1ccc(CN2C[C@H](O)C[C@H]2c2nc(C3CC3)no2)cc1 | -22.2%[44.1 µM]
O=C1Cc2c(-c3ccc4c(c3)OCO4)n[nH]c2CN1Cc1ccccn1 | -14.8%[44.1 µM]

Following part.
structure | Pf Dd2 growth
O=[S+]1([O-])NC2(CCN(Cc3c(F)cccc3F)C2)COc2ncccc21 (stereo not given) | -18.9%
CCOc1ccccc1Nc1sc(C(=O)c2ccc(Cl)cc2)c(N)c1C(=O)NCCc1ccccc1 | ?
COC(=O)C(C)Sc1ccc2nnc(CCNS(=O)(=O)c3ccc(C)cc3)n2n1 (stereo not given) | -4.0%
CC(C)(C)CC(=O)N1CCN2C(=O)c3cc(-c4ccccc4)ccc3NC(=O)[C@H]2C1 | ?
CCCC1=Nc2cc(C(=O)NCCc3ccc(OC)c(OC)c3)ccc2Sc2ccccc21 | ?
COCCCNc1nc2c(S(=O)(=O)c3ccc(C)c(C)c3)nnn2c2ccc(Cl)cc12 | -11.6%
CCOC(=O)c1cc(-c2ccccc2)n(CC(=O)NC2CCC(C)CC2)c1C (stereo not given) | ?
COCCNC(=O)[C@H]1C[C@H](Oc2cccnc2)CN1C(=O)Nc1cccc(C)c1 | -14.5%

New compounds follow
structure | Pf Dd2 growth
COc1cc2c(cc1Oc1ccccc1)NC(=O)C21CCN(C(=O)C2CCN(C)CC2)CC1 | i
Cc1cc(Br)ccc1NC(=O)CN1C(=O)c2cccnc2Sc2ccccc21 | 28.2%
CC(=O)N1CCC(NC[C@H]2Cn3c(-c4ccccc4)cnc3CO2)CC1 | -9.0%[44.1 µM]
Cc1nc2ncnn2c(C)c1CCC(=O)NCc1cccc(Cl)c1 | 13.6%
NC(=O)Cn1ccc2cc(OCC3CCN(C(=O)CC4CC4)CC3)cnc21 | -20.0%[44.1 µM]
Cc1ccc(C(=O)NCc2nnc3ccc(-c4ccccc4)nn23)c(C)c1 | 14.5%
Cc1nc2c(-c3ccc(F)cc3)c(C)nn2c(C)c1CCC(=O)N1CCN(c2ccccc2)CC1 | 36.1%[activator]
C[C@@H]1C(=O)O[C@H]2[C@H]1CC[C@@]1(C)Cc3sc(NC(=O)c4c(Cl)cccc4Cl)nc3[C@@H](C)[C@H]21 | i

Remaining list, next part.
structure | Pf Dd2 growth
O=c1cc(-c2cccnc2)oc2c(-c3cn[nH]c3)nccc12 | i
CCN(CC)C(=O)CCc1c(C)nn(-c2ccccc2)c1Oc1cccc(F)c1 | -13.0%
Cc1ccc(CSc2nc3ccc(NC(=O)CC(C)C)cc3s2)cc1 | -14.5%
Cc1nnc2n1CCC(NC(=O)c1ccc3c(c1)OCO3)CC2 (stereo not given) | 30.9%[activator]
COc1cccc(-c2cc3c(=O)n(CCNC(=O)Cc4ccsc4)ccn3n2)c1 | -8.4%
CCOC(=O)C1CCN(CC(=O)N2CCCc3c2c(=O)oc2ccc(OCc4ccccc4)cc32)CC1 | ?
O=C(Nc1ccc([C@@H](O)[C@H]2COCC(=O)N2CCCc2ccccc2)cc1)c1cnccn1 | 12.6µM*

A portion of the library. The share of hits here may be higher or lower than overall.
